# SKN-1 block: suppressors of acrylamide-induced Pgst-4::GFP reporter in worms, primary screen, SKN-1 inhibitor project, whole organism, uHTS, GFP/RFP fluorescence ratio, strain VP596 | C. elegans VP596 Pgst-4::GFP/RFP ratio, 24 h | inhibition, % at 21.8 µM | actives 0.49% (n = 360,000);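 active = interference check ratio from 0.5 to 1.5 plus GFP to RFP signal ratio inhibition reaching or exceeding a fixed threshold, cut at about 30% in these data, passing the limit was not always enough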; also: some compounds called inactive have numbers as strong as hits
# Neddylation inh: inhibitors of cullin neddylation, primary screen, biochemical, TR-FRET, uHTS, NAE and Ubc12; actives 0.58% (n = 360,000); AID 651699, 2012; calls only at 25 µM; in the data active = inhibition above about 36%
# CSN deneddyl inh: inhibitors of CSN-mediated cullin deneddylation, primary screen, biochemical, fluorescence polarization, uHTS; Purified CSN, SCF-Nedd8-OG deneddylation; actives 0.38% (n = 360,000); inhibition, % at 12.5 µM; COP9 signalosome complex subunit 5 (Homo sapiens), Q92905;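 active = pattern-corrected inhibition above about 35%, with an unprinted fluorescence ratio check between 0.5 and 1.5, limit read from the data, passing the limit was not always enough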;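 also: 0% = enzyme with substrate and 100% = substrate without enzyme; some results filed as inactive read as strong as hits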
#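 Schedule: reaction 90 min, room temperature / Assay system: HEK293T-derived human Csn5 enzyme / Input: Csn5 at 0.24 nM final / Measure: inhibition of Csn5 cleavage, % / Control set: substrate-only high control, full reaction low control / Technique: fluorescence polarization of the substrate / Buffer or medium: Tris/NaCl/DTT buffer, pH 7.5 / Reagent: SCFSkp2-Nedd8OG substrate at 10 nM final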
# FAS-TE inh: FAS thioesterase domain inhibitors, primary screen, biochemical, fluorescence intensity, uHTS; Fatty acid synthase (Homo sapiens), P49327; recombinant FAS-TE, OMFH fluorogenic substrate, fluorescence endpoint; inhibition, % at 15 µM; actives 0.67% (n = 360,000); AID 602261, 2012;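 active = compounds whose normalised, plate-corrected inhibition of enzyme fluorescence in the single-dose primary screen is 50% or more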;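 also: 0% = DMSO with enzyme and 100% = substrate without enzyme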
# Rin1-Abl PPI inh: inhibitors of Rin1-Abl protein binding, primary screen, biochemical, TR-FRET. Tyrosine-protein kinase ABL1 (Homo sapiens) + Ras and Rab interactor 1 (Homo sapiens), …. inhibition, % at 7.35 µM. AID 588664, 2011. actives 0.4% (n = 360,000); in the data active = inhibition above about 5%, passing the limit was not always enough
# Target sequence (P00519 whole entry, looked up): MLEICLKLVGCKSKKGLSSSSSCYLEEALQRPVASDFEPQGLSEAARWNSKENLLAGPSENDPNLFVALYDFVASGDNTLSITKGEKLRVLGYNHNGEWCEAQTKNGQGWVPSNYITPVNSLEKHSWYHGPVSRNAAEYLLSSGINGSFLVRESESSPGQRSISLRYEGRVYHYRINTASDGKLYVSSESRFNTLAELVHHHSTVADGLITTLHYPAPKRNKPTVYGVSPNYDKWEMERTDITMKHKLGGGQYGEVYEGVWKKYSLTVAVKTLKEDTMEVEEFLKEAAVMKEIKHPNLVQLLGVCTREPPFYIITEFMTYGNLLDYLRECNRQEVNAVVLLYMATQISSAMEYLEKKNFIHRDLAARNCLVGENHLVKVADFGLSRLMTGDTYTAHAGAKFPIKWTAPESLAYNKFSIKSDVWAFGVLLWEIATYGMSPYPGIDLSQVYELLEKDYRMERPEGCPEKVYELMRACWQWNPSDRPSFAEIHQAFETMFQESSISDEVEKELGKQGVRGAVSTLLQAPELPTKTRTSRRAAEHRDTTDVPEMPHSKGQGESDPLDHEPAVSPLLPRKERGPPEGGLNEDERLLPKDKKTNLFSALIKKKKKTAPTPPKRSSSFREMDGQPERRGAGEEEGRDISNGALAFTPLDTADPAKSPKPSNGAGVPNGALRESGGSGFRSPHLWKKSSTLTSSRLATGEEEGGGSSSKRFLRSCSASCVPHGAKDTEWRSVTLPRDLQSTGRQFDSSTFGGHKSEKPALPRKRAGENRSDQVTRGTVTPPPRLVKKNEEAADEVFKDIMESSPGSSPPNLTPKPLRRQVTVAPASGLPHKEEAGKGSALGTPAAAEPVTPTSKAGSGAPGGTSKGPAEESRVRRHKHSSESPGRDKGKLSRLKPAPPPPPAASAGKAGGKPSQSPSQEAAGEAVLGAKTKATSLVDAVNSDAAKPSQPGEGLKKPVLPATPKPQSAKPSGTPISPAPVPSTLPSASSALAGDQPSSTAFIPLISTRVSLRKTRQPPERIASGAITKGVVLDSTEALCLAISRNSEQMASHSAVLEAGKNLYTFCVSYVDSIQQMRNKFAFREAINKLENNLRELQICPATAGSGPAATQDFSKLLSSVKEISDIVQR
# Target sequence (Q13671 whole entry, looked up): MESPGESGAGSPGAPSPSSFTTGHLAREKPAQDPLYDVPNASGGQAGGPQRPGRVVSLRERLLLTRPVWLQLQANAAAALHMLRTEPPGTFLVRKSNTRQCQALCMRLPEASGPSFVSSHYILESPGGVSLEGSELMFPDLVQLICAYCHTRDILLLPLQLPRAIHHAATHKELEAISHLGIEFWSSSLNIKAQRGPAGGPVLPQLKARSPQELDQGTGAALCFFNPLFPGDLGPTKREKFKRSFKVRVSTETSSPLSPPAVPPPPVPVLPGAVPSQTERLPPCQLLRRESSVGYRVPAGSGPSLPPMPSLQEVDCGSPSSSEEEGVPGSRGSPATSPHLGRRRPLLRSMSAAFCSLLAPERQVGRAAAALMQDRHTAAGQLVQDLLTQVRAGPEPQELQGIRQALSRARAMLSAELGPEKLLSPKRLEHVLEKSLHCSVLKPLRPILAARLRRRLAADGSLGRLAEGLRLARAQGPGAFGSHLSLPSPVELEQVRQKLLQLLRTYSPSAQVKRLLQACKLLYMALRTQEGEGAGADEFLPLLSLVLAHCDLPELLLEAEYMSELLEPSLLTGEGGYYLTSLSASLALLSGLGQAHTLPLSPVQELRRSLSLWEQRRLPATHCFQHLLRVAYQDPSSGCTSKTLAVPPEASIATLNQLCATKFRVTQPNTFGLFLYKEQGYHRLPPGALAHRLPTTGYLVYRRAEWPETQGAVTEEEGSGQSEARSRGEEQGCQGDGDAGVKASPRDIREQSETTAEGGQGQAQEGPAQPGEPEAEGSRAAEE
# MLLE-PAM2 inh: inhibitors of PABP1 MLLE–PAM2 peptide binding, primary screen, biochemical, fluorescence polarization, FITC-PAM2, GST-MLLE; Polyadenylate-binding protein 1 (Homo sapiens), P11940; inhibition, % at 20 µM; actives 0.36% (n = 360,000); in the data active = inhibition above about 35%, passing the limit was not always enough;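 also: plate controls were DMSO wells with GST-MLLE for no effect and wells lacking GST-MLLE protein for full effect; some results filed as inactive read as strong as hits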
# Rpn11 inh: Rpn11 (PSMD14) deubiquitinase inhibitors, primary screen, biochemical, fluorescence polarization, uHTS; actives 0.59% (n = 360,000); calls only at 20 µM; 26S proteasome non-ATPase regulatory subunit 14 (Homo sapiens), O00487; human 26S proteasome, Ub4-pepOG fluorescence polarization; 20S core pre-blocked with epoxomicin;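 active = inhibition at 20 µM, scaled to each plate's controls, above about 33%, limit read from the data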
# NadD block: inhibitors of S. aureus NadD, primary screen, biochemical, colorimetric, uHTS. Nicotinate-nucleotide adenylyltransferase NadD (Staphylococcus aureus N315). purified NadD enzyme, colorimetric absorbance read-out. inhibition, % at 20 µM. actives 0.78% (n = 360,000). AID 602399, 2012; in the data active = inhibition above about 26%; also: some compounds past the cut are filed as inactive
# MT1-MMP act inh: blockers of MT1-MMP proenzyme processing, primary screen, HT1080 RFP-PRO-GFP cells, GFP/RFP fluorescence. actives 0.061% (n = 360,000). AID 651647, 2012. Matrix metalloproteinase-14 (Homo sapiens), P50281. GFP/RFP ratio change, % at 20 µM. GFP/RFP ratio fluorescence, overnight; percent of plate control window, DMSO zero;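 active = GFP/RFP ratio change of at least 30% with cell ATP level not reduced by more than half and red fluorescence within 50% of control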; also: strong numbers were not always called active
#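 Read-out: GFP/RFP fluorescence ratio; Test system: RFP-PRO-GFP reporter HT1080 cells; Compound dosing: single-point 20 µM compound, 1% DMSO; Times: overnight compound exposure at 37 °C.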
# An asterisk follows results filed as active; i = inactive; . = no result given.
(1) Cc1cc(NC(=O)C(C)SCC(=O)Nc2ccccc2OC(F)F)no1 (stereo not drawn)
(2) CN(Cc1ccc2nonc2c1)Cc1nc(CC2CC2)no1
(3) Cc1c(N2C(=O)C(=O)/C(=C(/O)c3ccc(Cl)cc3)C2c2ccccc2)c(=O)n(-c2ccccc2)n1C (stereo not drawn)
(4) COc1cccc(/C=C/c2nc(C#N)c(NCC(C)C)o2)c1
(5) C[C@H](CO)N1C[C@H](C)[C@@H](CN(C)C(=O)Nc2ccc(F)cc2)OCc2cnnn2CCCC1=O
(6) C[C@@H]1CN([C@H](C)CO)C(=O)c2cc(NC(=O)NC3CCCCC3)ccc2O[C@H]1CN(C)S(C)(=O)=O
(7) CCCOC(=O)c1ccc(NC(=O)C2C3CCC(C3)C2C(=O)O)cc1 (stereo not drawn)
(8) CCN(CC(=O)Nc1c(F)cccc1F)C(=O)CSCc1c(C)noc1C
Assay by compound	1	2	3	4	5	6	7	8
MT1-MMP act inh	4	-1	3	-2	2	-2	4	1
NadD block	-4	-2	12	-12	-3	4	-5	-3
SKN-1 block	-5	3	0	9	7	16	-8	6
CSN deneddyl inh	5	0	-7	1	-1	-4	-6	0
MLLE-PAM2 inh	0	-1	2	-6	19	11	11	-9
Rin1-Abl PPI inh	-3	2	-2	-2	2	2	1	3
Rpn11 inh	i	i	i	i	i	i	i	i
Neddylation inh	i	i	i	.	i	i	i	i
FAS-TE inh	-5	13	-10	32	-8	-12	-10	-10

(9) COc1ccc(CNC(=O)c2cnc(C)cn2)cc1
(10) O=C1CSC(c2cccnc2)N1Cc1cccnc1 (stereo not drawn)
(11) CCC(=O)Nc1nc2ccc([N+](=O)[O-])cc2s1
(12) Cc1nn(CC(=O)OCC(=O)NCCc2ccc(S(N)(=O)=O)cc2)c(C)c1[N+](=O)[O-]
(13) COC(=O)/C(=C/c1ccc(OC)cc1)NC(=O)c1ccco1
(14) Fc1cccc(Cl)c1CSc1nnc(CN2CCOCC2)n1-c1ccccc1
(15) Cc1c(Cl)cccc1N1C(=O)CC(NNC(=O)c2cccnc2)C1=O (stereo not drawn)
(16) CC(OC(=O)Cc1ccc(F)cc1)C(=O)NCc1ccc2c(c1)OCO2 (stereo not drawn)
Assay by compound	9	10	11	12	13	14	15	16
MT1-MMP act inh	-1	1	-17	-1	1	3	0	0
NadD block	5	0	-4	0	-9	4	4	-1
SKN-1 block	4	9	13	-13	8	4	-6	17
CSN deneddyl inh	-6	-1	-5	-1	-4	2	2	1
MLLE-PAM2 inh	-10	36	13	1	0	-6	-7	15
Rin1-Abl PPI inh	-1	0	1	2	2	-4	0	-2
Rpn11 inh	i	i	i	i	i	i	i	i
Neddylation inh	i	i	i	i	i	i	i	i
FAS-TE inh	-4	-1	4	-1	-11	-3	-2	-5

(17) CCCC[C@@H]1CCCO[C@@](C(=O)NCc2ccccn2)(C(F)(F)F)C1
(18) CCOc1ccc(Cc2noc3c2C(=O)CC(C)(C)C3)cc1OCC
(19) CC(=O)C1=CCC(c2ccco2)N(S(=O)(=O)c2ccc(C)cc2)C1 (stereo not drawn)
(20) COc1ccccc1CNC(=O)/C=C/c1ccc(S(=O)(=O)N2CCOCC2)cc1
(21) CCCc1cc(-c2nc(N)ncc2-c2ccc3c(c2)OCCCO3)c(O)cc1OC
(22) CC(c1ccncn1)N(C)Cc1nc(-c2ccc(C(F)(F)F)cc2)no1 (stereo not drawn)
(23) COCCNC(=O)/C(C#N)=C/c1ccccc1Br
(24) COc1ccc(S(=O)(=O)N2CCCc3ccccc32)cc1OC
Assay by compound	17	18	19	20	21	22	23	24
MT1-MMP act inh	-4	-5	4	4	-10	-2	-3	-4
NadD block	2	-3	-2	3	2	5	0	-5
SKN-1 block	-15	-10	13	-6	8	16	-6	-8
CSN deneddyl inh	-4	6	-10	7	-1	-1	0	0
MLLE-PAM2 inh	8	-3	2	-6	-8	-15	18	-3
Rin1-Abl PPI inh	3	-2	3	-2	3	-1	2	-1
Rpn11 inh	i	i	i	i	i	i	i	i
Neddylation inh	i	i	i	i	i	i	i	i
FAS-TE inh	-4	2	-10	1	33	-2	17	0

(25) Cc1cccc(S(=O)(=O)NC(=O)C2(C)CCN2C(=O)Cc2ccccc2)c1 (stereo not drawn)
(26) COCCn1c(SCC#N)nnc1-c1ccc(OC)cc1
(27) Cc1ccc(N2C(=O)C3CC(c4ccccc4)=C4C5C=CC(C6C(=O)N(c7ccc(C)cc7C)C(=O)C56)C4C3C2=O)c(C)c1 (stereo not drawn)
(28) O=C(CN(Cc1cccs1)C(=O)CNS(=O)(=O)c1ccccc1)NCc1ccco1
(29) O=C(CCCOc1ccccc1)N1CCN(S(=O)(=O)c2cccc(F)c2)CC1
(30) COc1cc(OC)cc(-c2c(Sc3ccccc3)c3cc(-c4cnc(N5CCOCC5)nc4)ccc3n2C)c1
(31) CCc1cc(=O)oc2cc(OCC(=O)OC)c(Cl)cc12
(32) COc1ccc(OC)c(NC(=O)Nc2ccc3[nH]ccc3c2)c1
Assay by compound	25	26	27	28	29	30	31	32
MT1-MMP act inh	2	-1	-5	4	-2	1	11	4
NadD block	-1	0	9	3	-1	23	7	-8
SKN-1 block	10	-10	13	1	3	16	8	-4
CSN deneddyl inh	4	-3	-4	3	4	-2	-4	3
MLLE-PAM2 inh	-1	7	2	0	0	.	-6	3
Rin1-Abl PPI inh	-4	6	3	1	5	.	-4	3
Rpn11 inh	i	i	i	i	i	.	i	i
Neddylation inh	i	i	i	i	i	i	i	i
FAS-TE inh	-1	-7	100*	-3	6	12	-4	-5

(33) CCCCn1c(N)c(N(CC(C)C)C(=O)CN(C)S(=O)(=O)c2ccc(NC(C)=O)cc2)c(=O)[nH]c1=O
(34) Cc1ccc(-c2n[nH]c(=S)n2/N=C/c2cccs2)cc1
(35) O=C(CN1CCCCCC1)Nc1cccc2c1OCO2
(36) O=S(=O)(NCCC1CC1(Cl)Cl)c1ccccc1 (stereo not drawn)
(37) COc1ccc(Cl)cc1N1C(=O)CC(Sc2ccccc2N)C1=O (stereo not drawn)
(38) Cc1cccc(C)c1NC(=O)C(c1ccc(Cl)cc1Cl)N1CCCCC1 (stereo not drawn)
(39) COc1cccc(NC(=O)CN(C)C(=O)c2ccc(OCc3ccccc3)c(OC)c2)c1
(40) CCCCc1ccc(S(=O)(=O)NC(=O)C2(C)CCN2C(=O)C/C=C/c2ccccc2)cc1 (stereo not drawn)
Assay by compound	33	34	35	36	37	38	39	40
MT1-MMP act inh	1	-4	1	-1	3	-19	-2	2
NadD block	5	2	-1	-5	-10	2	3	-2
SKN-1 block	6	3	5	-9	12	-17	-7	6
CSN deneddyl inh	-4	-21	1	1	3	4	-2	0
MLLE-PAM2 inh	9	-26	-4	-8	-1	-2	1	2
Rin1-Abl PPI inh	0	0	1	-1	1	0	1	-3
Rpn11 inh	i	i	i	i	i	i	i	i
Neddylation inh	i	i	i	i	i	i	i	i
FAS-TE inh	-5	-4	-1	3	13	16	0	-1

(41) Cc1ccc2[nH]cc(C(=O)CCl)c2c1
(42) COc1ccccc1C(=O)CN1C(=O)NC2(CCCc3ccccc32)C1=O (stereo not drawn)
(43) CC(=O)N(C)N(C)c1cc(C)nc(N)n1
(44) COC(=O)c1nnn(CC(=O)Nc2cccc(OC)c2)c1C(=O)OC
(45) CCCN(CCC)C(=O)C1CCN(c2cc(C)nc3c(-c4ccc(OC)c(OC)c4)c(C)nn23)CC1
(46) O=c1cc(NCC2CCCO2)[nH]c(=O)n1-c1ccc(Cl)cc1 (stereo not drawn)
(47) CC(=O)C1(C)N(O)C(C)(C)C(c2cccs2)=[N+]1[O-] (stereo not drawn)
(48) Cc1cc(C)cc(N(C(=O)CNC(=O)c2cccs2)C(C(=O)NC2CCCC2)c2cccnc2)c1 (stereo not drawn)
Assay by compound	41	42	43	44	45	46	47	48
MT1-MMP act inh	-8	5	3	-2	1	5	0	-5
NadD block	-4	1	1	10	3	-7	0	3
SKN-1 block	-5	-4	0	-1	9	-1	6	12
CSN deneddyl inh	4	-5	-2	-5	-2	-4	-4	0
MLLE-PAM2 inh	-35	-1	-2	7	-1	5	5	-4
Rin1-Abl PPI inh	3	5	2	0	0	-2	-1	-3
Rpn11 inh	i	i	i	i	i	i	i	i
Neddylation inh	i	i	i	i	i	i	i	i
FAS-TE inh	-9	4	-9	-4	6	-10	-6	-9

(49) CS(=O)(=O)N(CC(=O)Nc1ccccc1Sc1ccccc1)c1ccc(F)cc1
(50) CCOC(=O)C1(C)CCCCCN1C(=O)c1ccc(C(F)(F)F)nc1C (stereo not drawn)
(51) CCCC#CCN1CCN(C23CC4CC(CC(C4)C2)C3)CC1
(52) COc1ccc(C(=O)C2CCCN(C(=O)c3ccc(OC)o3)C2)c(C)c1 (stereo not drawn)
(53) CC1CCN(C(=O)c2cccc(S(=O)(=O)N3CCN(c4ccccc4)CC3)c2)CC1
(54) O=C(CN1CCCCC1)NNc1nc(-c2ccccc2)c2cc(Br)ccc2n1
(55) COCCn1c(SCC(=O)NCc2ccccc2)nc2ccccc21
(56) COc1ccc(OCCn2c(N)nc3ccccc32)cc1
Assay by compound	49	50	51	52	53	54	55	56
MT1-MMP act inh	-4	-8	2	-1	5	-2	-2	8
NadD block	-30	-4	-3	1	-4	-4	-5	3
SKN-1 block	-5	10	5	-8	-7	4	-3	-12
CSN deneddyl inh	-4	4	5	0	7	2	0	2
MLLE-PAM2 inh	2	3	-10	-2	-1	-4	16	-12
Rin1-Abl PPI inh	3	-1	-3	2	2	0	1	2
Rpn11 inh	i	i	i	i	i	i	i	i
Neddylation inh	i	i	i	i	i	i	i	i
FAS-TE inh	23	2	-5	-1	9	-5	-6	-8

# Some of these compounds in order of SMILES length, descending.
(48) Cc1cc(C)cc(N(C(=O)CNC(=O)c2cccs2)C(C(=O)NC2CCCC2)c2cccnc2)c1 (stereo not drawn)
(52) COc1ccc(C(=O)C2CCCN(C(=O)c3ccc(OC)o3)C2)c(C)c1 (stereo not drawn)
(54) O=C(CN1CCCCC1)NNc1nc(-c2ccccc2)c2cc(Br)ccc2n1
(51) CCCC#CCN1CCN(C23CC4CC(CC(C4)C2)C3)CC1
(55) COCCn1c(SCC(=O)NCc2ccccc2)nc2ccccc21
(56) COc1ccc(OCCn2c(N)nc3ccccc32)cc1
Assay by compound	48	52	54	51	55	56
MT1-MMP act inh	-5	-1	-2	2	-2	8
NadD block	3	1	-4	-3	-5	3
SKN-1 block	12	-8	4	5	-3	-12
CSN deneddyl inh	0	0	2	5	0	2
MLLE-PAM2 inh	-4	-2	-4	-10	16	-12
Rin1-Abl PPI inh	-3	2	0	-3	1	2
Rpn11 inh	i	i	i	i	i	i
Neddylation inh	i	i	i	i	i	i
FAS-TE inh	-9	-1	-5	-5	-6	-8

# Screening results: PubChem BioAssay, several laboratories
